GPR151 ag: activators of human GPR151, primary screen, cell-based, PathHunter beta-arrestin, luminescence; G-protein coupled receptor 151 (Homo sapiens), Q8TDV0; PathHunter beta-arrestin GPR151 cells; activation, % at 11.2 µM; 1% of 650,000 active; in the data active = activation above about 4.9%;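 note: 0% = median of compound wells and 100% = cells with positive control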
Target sequence (Q8TDV0 whole entry, looked up): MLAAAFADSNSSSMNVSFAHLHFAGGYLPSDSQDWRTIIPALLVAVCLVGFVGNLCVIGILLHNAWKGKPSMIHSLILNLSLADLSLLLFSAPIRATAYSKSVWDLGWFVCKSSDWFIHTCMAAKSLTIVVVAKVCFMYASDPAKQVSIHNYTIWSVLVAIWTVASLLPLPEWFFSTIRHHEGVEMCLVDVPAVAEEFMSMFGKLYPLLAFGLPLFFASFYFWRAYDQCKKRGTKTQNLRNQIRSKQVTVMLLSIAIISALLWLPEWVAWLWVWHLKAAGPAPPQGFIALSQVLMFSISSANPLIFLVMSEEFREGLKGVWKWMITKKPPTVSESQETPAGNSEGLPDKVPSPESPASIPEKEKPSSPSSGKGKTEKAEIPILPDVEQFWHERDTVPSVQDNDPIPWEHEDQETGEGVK
FBW7 act: FBW7 E3 ligase activators, primary screen, biochemical, AlphaScreen, human. AlphaScreen FBW7–phospho-cyclin E peptide binding, activator screen. 0.13% of 650,000 active. normalized activity (activation), % at 26.1 µM; in the data active = normalized activity above about 1.9%;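 note: purified mutant Fbw7 with reduced substrate affinity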
Target sequence (Q969H0 whole entry, looked up): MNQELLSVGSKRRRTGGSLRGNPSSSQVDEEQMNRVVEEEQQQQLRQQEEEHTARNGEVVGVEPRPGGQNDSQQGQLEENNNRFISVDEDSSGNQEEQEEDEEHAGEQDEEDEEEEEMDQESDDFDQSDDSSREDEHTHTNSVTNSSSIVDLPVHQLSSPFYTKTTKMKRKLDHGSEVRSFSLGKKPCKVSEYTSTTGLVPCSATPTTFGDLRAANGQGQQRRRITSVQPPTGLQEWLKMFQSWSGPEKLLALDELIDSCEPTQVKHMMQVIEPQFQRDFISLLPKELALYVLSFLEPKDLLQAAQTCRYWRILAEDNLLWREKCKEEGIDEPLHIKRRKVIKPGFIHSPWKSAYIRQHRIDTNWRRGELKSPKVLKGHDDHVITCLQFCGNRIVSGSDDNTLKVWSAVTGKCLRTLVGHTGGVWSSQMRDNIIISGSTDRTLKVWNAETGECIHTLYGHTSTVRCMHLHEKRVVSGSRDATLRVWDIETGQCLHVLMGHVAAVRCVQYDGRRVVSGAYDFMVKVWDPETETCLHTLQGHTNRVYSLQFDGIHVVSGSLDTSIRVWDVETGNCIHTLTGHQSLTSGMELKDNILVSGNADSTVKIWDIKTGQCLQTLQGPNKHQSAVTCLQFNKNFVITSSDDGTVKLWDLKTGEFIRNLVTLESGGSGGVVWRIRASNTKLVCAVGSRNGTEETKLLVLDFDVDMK
TEAD-YAP inh: TEAD-YAP interaction inhibition, primary screen, TEAD-YAP interaction inhibitor project, luminescence, HEK-TIYL cells; TEAD-Gal4/YAP UAS-luciferase luminescence; inhibition, % at 9.12 µM; 1.4% of 640,000 active; AID 1259422, 2018; in the data active = inhibition above about 32%;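 note: 0% = median of test compound wells and 100% = reference inhibitor wells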
MITF primary: MITF inhibitors, primary screen, biochemical, AlphaScreen, human; inhibition, % at 2.6 µM; Microphthalmia-associated transcription factor (Homo sapiens), O75030; AlphaScreen MITF homodimerization, bead proximity signal; 0.91% of 650,000 active; in the data active = inhibition above about 50%;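 note: 0% = vehicle wells with protein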
* = called active by the depositor; x = no result given.

Start of the listing, in advance (4 entries):
SMILES	GPR151 ag	FBW7 act	TEAD-YAP inh	MITF primary
CCOc1ccc(-n2c(=S)sc3c(=O)n(-c4ccccc4C)c(SCC4OCCO4)nc32)cc1	0.1	0.0	12.7	-0.8
O=C(CN1C(=O)NC2(CCCC2)C1=O)Nc1ccc(S(=O)(=O)N2CCCCC2)cc1	-0.5	-0.1	-10.1	-20.2
CC(=O)Nc1oc2ccc(Cl)cc2c1Cl	-0.7	0.5	-4.3	-5.3
Cc1nc2ccccc2c(=O)n1/N=C/c1ccc(O)c(O)c1O	-0.3	-0.2	3.3	57.4*

The listing, repeating the preview:
SMILES	GPR151 ag	FBW7 act	TEAD-YAP inh	MITF primary
CCOc1ccc(-n2c(=S)sc3c(=O)n(-c4ccccc4C)c(SCC4OCCO4)nc32)cc1	0.1	0.0	12.7	-0.8
O=C(CN1C(=O)NC2(CCCC2)C1=O)Nc1ccc(S(=O)(=O)N2CCCCC2)cc1	-0.5	-0.1	-10.1	-20.2
CC(=O)Nc1oc2ccc(Cl)cc2c1Cl	-0.7	0.5	-4.3	-5.3
Cc1nc2ccccc2c(=O)n1/N=C/c1ccc(O)c(O)c1O	-0.3	-0.2	3.3	57.4*
CC(C)(CNC(=O)C1CCCO1)CNC(=O)C1CCCO1 (stereo unspecified)	0.3	-0.1	6.7	-4.7
O=C1CC2(CCN(C(=O)c3ccccc3C(=O)O)CC2)Oc2ccccc21	-0.2	-0.2	6.1	1.4
CCOCCCNCc1c(C(=O)O)n(Cc2ccccc2)c2ccccc12	-0.1	-0.1	-3.8	1.8
Cc1ccc(CNC(=O)CCCCCn2c(SCC(=O)Nc3nccs3)nc3ccsc3c2=O)cc1	0.8	-0.1	-8.2	10.4
Cc1ccc(Cl)c(OCC(=O)Nc2sc(C)c(C)c2C#N)c1	1.2	-0.2	-7.8	1.7
O=C(Nn1cnnc1)c1ccc(Cl)cc1	-0.8	0.2	1.5	4.8
COc1ccc(/C=C2\SC(N3CCCCC3)=NC2=O)cc1OC	-0.5	-0.1	-29.1	-7.1
Cc1cccc(-n2sc3c(c2=S)-c2cc(Cl)ccc2N(C)C3(C)C)c1	0.4	0.0	6.7	3.2
CCCCCCNC(=O)Cc1c(C)nc2c(-c3ccccc3)c(C)nn2c1C	-0.7	0.0	-11.7	-23.6
CC1(C)Cc2c(C#N)c(N)sc(=S)c2CO1	1.4	-0.1	-1.4	11.6
Clc1ccc(-c2nc(N3CCCCC3)c3oc4ccccc4c3n2)cc1	1.1	0.0	7.6	2.9
Nc1cccc(C(=O)CC2(O)C(=O)Nc3ccccc32)c1 (stereo unspecified)	-0.9	0.0	-8.2	8.9
CCCCC(=O)N1CCN(c2nc3c(C)c(Cl)ccc3s2)CC1	1.2	0.7	-12.0	0.3
C=CCOc1cccc(C2Nc3ccccc3-c3nnc(SCC=C)nc3O2)c1 (stereo unspecified)	1.8	0.1	-9.2	4.8
O=C1CSc2nc3ccccc3n21	1.3	-0.1	-5.4	-7.2
Cc1cc2c3c(c1)C1C=CCC1C(C(=O)O)N3CC1CC=CC21 (stereo unspecified)	-1.3	0.9	6.1	19.1
NC1(N)OC(CN2C(=O)c3ccccc3C2=O)CS1 (stereo unspecified)	2.0	-0.1	-34.9	-10.9
Fc1ccc(CSCc2nc3ccccc3[nH]2)cc1	0.7	-0.5	-35.8	-7.5
COc1ccccc1N1CCN(CC(O)COc2ccccc2C(C)=O)CC1 (stereo unspecified)	2.4	0.1	7.5	9.3
COc1cc(Nc2nc(-c3ccc(C)cc3)cs2)c(OC)cc1Cl	1.6	-0.1	5.2	9.6
COc1ccc(C2SCCN2C(=O)c2cc3ccccc3oc2=O)cc1Br (stereo unspecified)	-0.6	0.0	-1.4	-7.4

The list goes on:
SMILES	GPR151 ag	FBW7 act	TEAD-YAP inh	MITF primary
CCOC(=O)CNCc1c(Cl)cccc1Cl	-1.1	0.1	2.0	-4.2
Fc1ccc(NC(=S)NC2CC2)cc1Cl	0.2	0.1	-3.9	-7.8
COC(=O)c1c(OCCCc2cnn(C)c2)cc(=O)n2c1CCN(Cc1ccco1)CC2	0.3	0.2	-3.2	-3.3
COc1ccccc1CCNC(=O)CSc1ccc(-n2nc(C)cc2C)nn1	0.3	0.2	3.4	-3.8
CCCCCSc1nc2sc3c(c2c(=O)n1-c1ccccc1)CC(C)(C)OC3	4.7	0.0	-2.2	6.5
CC(CN1CCCC1)OC(=O)Cc1ccc(Cl)cc1 (stereo unspecified)	0.8	-0.3	1.2	2.4
O=P(O)(O)O[C@@H]1C(O)[C@H](OP(=O)(O)O)[C@@H](O)C(O)[C@H]1O (stereo partly specified)	-1.6	x	x	16.1
CCCOc1ccc(NC(=O)CC2C(=O)N(c3ccccc3)C(=S)N2CCc2ccc(S(N)(=O)=O)cc2)cc1 (stereo unspecified)	-0.6	-0.1	0.6	4.2
COc1ccc(OC)c(C2=C/C(=C/c3ccc(C)o3)C(=O)O2)c1	1.6	0.0	11.4	1.5
COc1ccc2c(c1)c(=O)c1ccccc1n2CC(=O)Nc1ccc(F)cc1Cl	-1.0	0.1	11.3	5.8
CCC(=O)Nc1ccc(NC(=O)c2ncoc2-c2ccc(F)cc2)cc1C	2.3	0.0	-11.1	12.0
COc1ccc(/C(C)=N/NC(=O)CC2(C)OCCO2)cc1[N+](=O)[O-]	-1.3	-0.1	-7.4	-9.9
CCCCOC(=O)C1=C(C)NC(=O)NC1c1ccccc1Cl (stereo unspecified)	1.0	0.0	2.4	10.2
O=C(Nc1ccc(-c2nc3cccnc3s2)cc1)c1ccco1	-3.9	0.1	-18.1	-14.9
O=C(NCCCN1CCCC1)c1cc2cc3ccc(Cl)cc3nc2o1	0.3	-0.5	-21.6	-2.7
COc1ccc(CCNC(=O)Nc2ccc3c(c2)N(S(=O)(=O)c2ccccc2)CCC3)cc1	0.0	0.0	-2.0	-5.2
NC(=O)C1CCN(C(=O)c2ccc([N+](=O)[O-])cc2)CC1	0.1	0.2	-8.9	16.2
COc1ccc(S(=O)(=O)NC(C)C)cc1	0.6	-0.1	-3.5	-4.3
O=C(CN(C(=O)C(=O)Nc1ccc2c(c1)OCO2)c1ccccc1)NC1CCCCC1	0.7	-0.1	-0.2	-11.7
CCOC(=O)CC(=O)CSc1nc2c(sc(=S)n2-c2ccc(Cl)c(C)c2)c(=O)n1-c1ccccc1OC	-1.7	0.0	0.4	15.7
COc1cccc(NC(=O)Cn2nnc(-c3ccccc3C)n2)c1	1.2	0.1	1.3	-4.2
CCOC(=O)c1cc(CC)sc1N1C(=O)C=CC1=O	-0.8	0.0	18.1	5.1
Cc1ccc(CN[C@H]2C[C@H]3C(=O)N[C@@H](CO)C(=O)N3C2)cc1F	-0.4	0.1	0.2	-3.9
CN(C)CCNc1cc(N(C)C)c2noc3c2c1C(=O)c1ccccc1-3	2.8	-0.6	-9.0	47.7
Cc1ccc(/C(COc2ccccc2O)=N\O)cc1	0.3	0.0	-7.9	14.4

By substructure, the compounds so far containing a nitro group on carbon
SMILES	GPR151 ag	FBW7 act	TEAD-YAP inh	MITF primary
COc1ccc(/C(C)=N/NC(=O)CC2(C)OCCO2)cc1[N+](=O)[O-]	-1.3	-0.1	-7.4	-9.9
NC(=O)C1CCN(C(=O)c2ccc([N+](=O)[O-])cc2)CC1	0.1	0.2	-8.9	16.2

Carrying on:
SMILES	GPR151 ag	FBW7 act	TEAD-YAP inh	MITF primary
COC(=O)COc1ccc(/C=C2\SC(=O)N(CC(=O)Nc3ccccc3F)C2=O)cc1	0.1	0.1	9.7	7.8
O=C(CCN1C(=O)S/C(=C\C=C\c2ccccc2)C1=O)Nc1ccc(O)cc1	-2.5	-0.1	-42.8	7.8
Fc1ccccc1Nc1ccc2ccccc2n1	-8.1	0.1	-0.3	-1.4
COc1ccc(CNC(=O)CCc2c(C)nc3c(c(C)nn3C(C)(C)C)c2C)cc1	7.2*	0.0	-16.6	6.7
N#C/C(=C/c1cc2c(cc1[N+](=O)[O-])OCO2)C(=O)NC1CCCCC1	0.9	0.2	15.9	28.0
COc1cccc(CN2CCNC(=O)C2CC(=O)NCCCC2CCCC2)c1OC (stereo unspecified)	-0.4	-0.1	-9.2	-2.5
Cc1cc(OCC(=O)OC(C)C)c2c(C)c(Cc3ccccc3)c(=O)oc2c1	1.1	-0.3	-5.0	7.5
Cc1nc2ccc(N=Cc3ccc(N(C)C)cc3)cc2s1	2.0	-0.2	-0.2	4.2
CCc1ccccc1NC(=O)C1CC(=O)N(c2ccccc2)C1 (stereo unspecified)	-0.9	-0.2	0.4	-2.1
COc1ccc(N(C(=O)c2ccco2)S(=O)(=O)c2ccc(F)cc2)cc1	1.8	-0.1	-0.5	-0.9
COc1ccc(S(=O)(=O)N2CCCOC2CNC(=O)C(=O)NCCO)cc1C (stereo unspecified)	0.2	0.1	4.8	4.8
CCC1Oc2ccc(C)cc2N(CC(=O)Nc2ccc(F)cc2)C1=O (stereo unspecified)	-0.3	0.0	12.9	13.5
CCCN(CCC)CC(O)COc1ccc(C(C)C)c(C)c1 (stereo unspecified)	1.8	-0.1	2.3	12.0
Nn1cnn2c(/N=C/c3ccco3)nnc12	1.4	0.1	-1.3	-0.6
Cc1nc(NCc2ccc3c(c2)CCO3)sc1-c1ccn(CCN2CCOCC2)n1	0.9	-0.2	-1.6	2.5
CN1C(=O)N(C)C2(C)CC1(C)N(C)C(=O)N2C	-0.9	0.8	-2.4	18.8
NC(C(=O)O)C(O)c1ccccc1 (stereo unspecified)	-0.8	-0.1	8.6	5.7
C=CCc1cc(C)ccc1OCCOCCN1CC(C)OC(C)C1 (stereo unspecified)	-0.2	0.5	-5.2	43.0
Cc1ccc(NC(=O)N2Cc3ccccc3CC2(C)C)cc1	0.7	0.0	-68.1	1.9
COc1ccc(NC(=O)[C@@H](NC(=O)c2ccccc2F)C(C)C)cc1OC	-0.6	-0.1	15.6	-1.1
Cc1ccccc1CNC(=O)Nc1cccs1	-0.1	0.0	-27.8	4.9
COc1ccc(S(=O)(=O)Nc2ccc(S(N)(=O)=O)cc2)cc1	0.5	0.0	-5.6	-12.1
O=C(NNc1ncnc(NNC(=O)c2ccncc2)c1[N+](=O)[O-])c1ccncc1	-8.4	-1.2	2.9	64.9*
NC(=O)c1sc2nc3c(c(-c4ccc(Cl)cc4)c2c1N)CCCCC3	-0.9	0.4	5.4	-3.2
COc1cccc(OC)c1C(=O)Nc1cccc(-n2c(C)nc3ncccc3c2=O)c1	-0.5	-0.1	-3.0	19.3

The results go on.
SMILES	GPR151 ag	FBW7 act	TEAD-YAP inh	MITF primary
CCOC(=O)c1ccc2ncc(C(=O)OCC)c(Nc3ccc(C(=O)OC)cc3)c2c1	-1.1	0.7	4.5	10.8
COc1ccc(N2C(=O)N(C(C)C)C(O)C2O)cc1Cl (stereo unspecified)	-0.1	0.0	-4.0	-0.9
CCN(C(=O)CCS(=O)(=O)c1ccc(C)cc1)c1ccccc1	-0.8	0.2	-2.8	13.2
NC(=O)c1nc(-c2ccsc2)nc2c1[nH]c(=O)n2CCc1ccccc1	3.2	0.1	1.8	-3.9
Cc1ccc(Cl)cc1-n1c(=O)cc(N2CC(C)OC(C)C2)[nH]c1=O (stereo unspecified)	-1.6	0.0	5.5	-1.2
O=C(Nc1cccc(Cl)c1)N1CCOc2ccccc21	-0.7	0.6	-11.6	17.2
CCOC(=O)c1sc2nc(SCC(=O)Nc3cccc(C)c3)n(N)c(=O)c2c1C	-0.6	0.3	0.0	15.4
COC(=O)c1c(NC(=O)/C(C#N)=C/c2ccncc2)sc2c1CCCC2	-1.0	0.0	-5.5	-2.2
CN(C)S(=O)(=O)N1CCN(Cc2ccc3c(c2)OCO3)CC1	-1.5	0.1	-15.2	16.6
COC(=O)NNC(=O)C1CCC(C)CC1 (stereo unspecified)	0.9	0.0	-3.5	8.0
CC(C)CSc1nnc(-c2cccc(S(=O)(=O)N3CCCCC3)c2)o1	-0.2	0.6	14.0	5.5
CCOC(=O)c1c(N)c2cc([N+](=O)[O-])cnc2n1C	0.5	0.0	9.0	-3.3
Cc1csc(C(C)NC(=O)CCC2(Cc3ccc4c(c3)OCO4)CCC(=O)N2)n1 (stereo unspecified)	-0.6	0.1	-4.1	-0.7
CC(C)c1ccc(-c2c(N(C)Cc3ccco3)c(=O)c2=O)cc1	-0.3	-0.1	3.9	5.1
CC1(C)CC(=O)C2=C(C1)OC(N)=C(C#N)C2c1ccc(Cl)c([N+](=O)[O-])c1 (stereo unspecified)	-1.2	0.3	-0.8	22.0
Cc1c(Cc2ccccc2)c(=O)oc2c(O)c(O)ccc12	-1.3	0.0	1.0	-6.8
CCOc1ccc(Cl)cc1S(=O)(=O)N1CCCC1	-1.2	0.7	-4.6	-9.3
CCc1ccc2oc(=O)cc(CN(C)CCO)c2c1	-0.4	-0.3	2.2	-11.2
Cc1sc2ncnc(SCC(=O)NNC(=O)C(C)C)c2c1C	0.2	-0.2	-1.4	-0.1
COc1cc(C(=S)N2CCN(C)CC2)cc(OC)c1OC	1.4	-0.5	6.4	0.5
CC1CCCC(C)N1CCCNC(=O)C1CCN(C(=O)c2cc3sccc3n2C)CC1 (stereo unspecified)	1.8	0.5	1.3	7.1
CC1=C(C(=O)Nc2ccc(C)cn2)C(c2cccc([N+](=O)[O-])c2)C2=C(CCCC2=O)N1 (stereo unspecified)	-1.5	0.1	3.8	25.9
COc1ccc(OCC(=O)NNC2CC(=O)N(c3ccccc3)C2=O)cc1 (stereo unspecified)	-0.6	0.1	3.4	7.7
CCCCOC(=O)C1=C(C)NC2=C(C(=O)CC(c3ccccc3)C2)C1c1ccc(O)c([N+](=O)[O-])c1 (stereo unspecified)	-0.9	0.7	24.3	18.3

Bioassay records from PubChem.
